Assay outcomes deposited in PubChem BioAssay by several laboratories.
GC-B act = GC-B (human) receptor activation; P20594; HEK293-GC-B cells, CNP EC30, cGMP TR-FRET; 0% at EC30 CNP, 100% saturating CNP; activation, % at 10 µM; hit rate 0.11% among 370,000; AID 1920062;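 active = activation at 10 µM reaching about 35% in either raw or pattern-adjusted values, limit read from the data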
rCAG RNA binder = r(CAG) repeat RNA binding; AID 651821; TO-PRO-1 dye displacement fluorescence; hit rate 1.3% among 370,000; inhibition, % at 3 µM;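 active = inhibition above the plate cutoff, the mean of all test compounds on that plate plus 3 SD, cut at about 35% in these data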;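 also: 0% = DMSO alone and 100% = 100 µM mitoxantrone as full dye displacement; higher means more dye released from RNA so lower well fluorescence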
mABHD4 FP = inhibits mouse alpha/beta hydrolase domain 4; AID 720543; hit rate 0.54% among 370,000; Q8VD66; inhibition, % at 8.92 µM; purified mABHD4, FP-Rh probe fluorescence polarization;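 active = inhibition exceeding the mean over every tested compound plus 3 SD, cut at about 30% in these data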;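 also: 0% = plate median of compound wells and 100% = S159A mutant with DMSO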
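Material: mouse ABHD4 enzyme, wild type; Benchmarks: S159A mutant high control, sample median low control; Buffer or medium: HEPES pH 7.0, NaCl, Pluronic buffer; Signal: fluorescence polarization; Read-out: percent inhibition of probe binding, normalized to plate controls; Timing: pre-incubation 45 min, probe exposure 60 min, at 25 °C; Dosing: 8.92 µM, single dose.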
PRMT1 inh = blocks human protein arginine methyltransferase 1 | Q99873 | recombinant PRMT1, activity-based probe fluorescence polarization | inhibition, % at 2.79 µM | hit rate 1.3% among 370,000;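 active = inhibition above about 21% made by adding two undisclosed values, limit read from the data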
SIAE inh = human SIAE inhibition, primary screen | hit rate 0.69% among 370,000 | SIAE FP-Rh probe binding, fluorescence polarization | inhibition, % at 9.66 µM;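 active = inhibition above a cutoff: mean of compounds within the control limits plus 3 SD of those, cut at about 17% in these data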;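 also: 0% = plate median of compound wells and 100% = probe without SIAE protein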
Target sequence (Q9HAT2 whole entry, looked up): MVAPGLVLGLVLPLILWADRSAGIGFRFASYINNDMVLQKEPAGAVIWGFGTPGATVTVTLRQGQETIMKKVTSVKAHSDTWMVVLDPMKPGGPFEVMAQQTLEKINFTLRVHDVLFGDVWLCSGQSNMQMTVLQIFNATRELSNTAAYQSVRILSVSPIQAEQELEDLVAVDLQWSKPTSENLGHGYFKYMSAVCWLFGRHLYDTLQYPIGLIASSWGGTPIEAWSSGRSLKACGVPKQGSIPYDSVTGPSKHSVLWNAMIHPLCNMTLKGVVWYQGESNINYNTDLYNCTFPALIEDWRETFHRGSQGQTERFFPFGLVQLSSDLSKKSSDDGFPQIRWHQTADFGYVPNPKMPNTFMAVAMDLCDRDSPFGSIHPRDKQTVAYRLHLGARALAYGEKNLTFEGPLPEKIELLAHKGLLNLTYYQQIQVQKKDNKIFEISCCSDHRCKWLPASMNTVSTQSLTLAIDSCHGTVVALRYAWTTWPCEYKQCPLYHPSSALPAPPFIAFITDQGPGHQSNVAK
UHRF1 MBD2 ctr = human UHRF1 methylated DNA binding inhibitors | hit rate 0.75% among 370,000 | Q96T88 | AID 687016 | UHRF1 binding to methylated oligo, TR-FRET | inhibition, % at 4.4 µM; in the data active = inhibition above about 21%;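 also: UHRF1 SRA domain binding a hemimethylated CpG hairpin DNA probe; 0% = median of test compound wells and 100% = reference inhibitor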
TCR CD3 inh = inhibitors of human TCR-CD3 interaction; TAMRA-labeled TCR probe fluorescence, biochemical; inhibition, % at 9.4 µM; hit rate 0.37% among 360,000; in the data active = inhibition above about 19%;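 also: recombinant mutant TCR 2C K166C tagged with TAMRA read by polarization; 0% = receptor in buffer alone and 100% = receptor with positive control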
GC-A act = GC-A (human) enzyme activation | activation, % at 10 µM | hit rate 0.14% among 370,000 | P16066 | HEK293 GC-A cells, cGMP TR-FRET, EC30 ANP; 0% at EC30 ANP, 100% saturating ANP; in the data active = activation above about 40%
MBD2 DNA inh = inhibitors of human MBD2 binding to methylated oligonucleotide; Q9UBB5; TR-FRET; inhibition, % at 4.4 µM; hit rate 0.31% among 370,000; in the data active = inhibition above about 13%
Target sequence (Q9UBB5 whole entry, looked up): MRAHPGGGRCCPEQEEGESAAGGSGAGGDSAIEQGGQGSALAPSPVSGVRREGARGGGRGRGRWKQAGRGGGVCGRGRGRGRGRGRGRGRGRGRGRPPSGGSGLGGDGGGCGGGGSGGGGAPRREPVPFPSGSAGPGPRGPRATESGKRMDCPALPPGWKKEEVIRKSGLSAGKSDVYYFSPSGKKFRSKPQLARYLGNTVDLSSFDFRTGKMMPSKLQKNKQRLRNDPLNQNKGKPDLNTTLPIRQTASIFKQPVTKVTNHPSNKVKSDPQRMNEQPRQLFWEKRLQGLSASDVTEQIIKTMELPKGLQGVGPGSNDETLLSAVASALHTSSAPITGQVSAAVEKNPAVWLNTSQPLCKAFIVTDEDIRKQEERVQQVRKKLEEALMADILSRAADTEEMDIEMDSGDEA
HTRA1 inhibitor = blocks human HTRA1 serine peptidase | Q92743 | recombinant HTRA1, FP-rhodamine activity-based probe, fluorescence polarization | inhibition, % at 5.96 µM | hit rate 0.5% among 340,000 | AID 504803; in the data active = inhibition above about 36%;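 also: 0% = enzyme with DMSO and 100% = wells lacking enzyme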
Numbers without * were called inactive.

How did CC1(C)C2CCC1(C)C(OC(=O)c1ccccc1C(=O)O)C2 (stereo not given) do in these assays?
GC-B act: -4; rCAG RNA binder: 4; mABHD4 FP: 3; PRMT1 inh: 7; SIAE inh: 4; UHRF1 MBD2 ctr: 3; TCR CD3 inh: -2; GC-A act: 0; MBD2 DNA inh: 0; HTRA1 inhibitor: 10

How did C=CCc1ccccc1OCC(O)CN1C(=O)c2ccccc2C1=O (stereo not given) do in these assays?
GC-B act: -1; rCAG RNA binder: -8; mABHD4 FP: 2; PRMT1 inh: -2; SIAE inh: -2; UHRF1 MBD2 ctr: 2; TCR CD3 inh: -7; GC-A act: -1; MBD2 DNA inh: 8; HTRA1 inhibitor: -15

What do the screens show for `CCN(C(=S)NC(=O)CCc1ccccc1)c1ccccc1`?
GC-B act: -8; rCAG RNA binder: 1; mABHD4 FP: 4; PRMT1 inh: 7; SIAE inh: 6; UHRF1 MBD2 ctr: -1; TCR CD3 inh: 4; GC-A act: 1; MBD2 DNA inh: -2; HTRA1 inhibitor: 4

How did COc1ccccc1CCNS(=O)(=O)CCNC(=O)c1ccc2c(c1)OCO2 do in these assays?
GC-B act: -8; rCAG RNA binder: -2; mABHD4 FP: -3; PRMT1 inh: -5; SIAE inh: 0; UHRF1 MBD2 ctr: -2; TCR CD3 inh: 9; GC-A act: -3; MBD2 DNA inh: -3; HTRA1 inhibitor: -10

Results for C/C(CCc1oc2ccc(Br)cc2c1-c1ccc(C)o1)=N/O ?
GC-B act: -3; rCAG RNA binder: 3; mABHD4 FP: -8; PRMT1 inh: 3; SIAE inh: 7; UHRF1 MBD2 ctr: 6; TCR CD3 inh: 7; GC-A act: 0; MBD2 DNA inh: -1; HTRA1 inhibitor: -10

How did O=C(O)c1ccccc1-c1ncc(-c2ccccc2)o1 do in these assays?
GC-B act: 2; rCAG RNA binder: 0; mABHD4 FP: 6; PRMT1 inh: 5; SIAE inh: 3; UHRF1 MBD2 ctr: 4; TCR CD3 inh: -6; GC-A act: 7; MBD2 DNA inh: -3; HTRA1 inhibitor: -1

How did CCOC(=O)[C@@H](CCc1ccccc1)N[C@H](C)C(=O)N1[C@H](C(=O)O)C[C@@H]2CCC[C@@H]21 do in these assays?
GC-B act: 5; rCAG RNA binder: 0; mABHD4 FP: -4; PRMT1 inh: -6; SIAE inh: 1; UHRF1 MBD2 ctr: -1; TCR CD3 inh: 0; GC-A act: -4; MBD2 DNA inh: -1; HTRA1 inhibitor: 8

Results for CCC(CC)C(=O)Nc1cccc(/C(C)=N/NC(=O)c2c(Br)cnn2C)c1 ?
GC-B act: 5; rCAG RNA binder: -4; mABHD4 FP: 11; PRMT1 inh: 0; SIAE inh: 1; UHRF1 MBD2 ctr: -1; TCR CD3 inh: -6; GC-A act: 1; MBD2 DNA inh: 2; HTRA1 inhibitor: 14

Results for COc1cc(/C=N/NC(N)=O)cc([N+](=O)[O-])c1O ?
GC-B act: -17; rCAG RNA binder: 5; mABHD4 FP: -2; PRMT1 inh: 1; SIAE inh: 1; UHRF1 MBD2 ctr: -10; TCR CD3 inh: 7; GC-A act: -11; MBD2 DNA inh: -22; HTRA1 inhibitor: 10

Results for CC1CCN(CCCN2C(=O)C3C(C(=O)Nc4cccc(Cl)c4)C4C=CC3(O4)C2C(=O)NC2CCCCC2)CC1 (stereo not given) ?
GC-B act: -8; rCAG RNA binder: -5; mABHD4 FP: 3; PRMT1 inh: -1; SIAE inh: 2; UHRF1 MBD2 ctr: 1; TCR CD3 inh: -3; GC-A act: -2; MBD2 DNA inh: -1; HTRA1 inhibitor: -3

Results for CC1CCCCC12NC(=O)N(CC(=O)N1CCc3ccccc3C1)C2=O (stereo not given) ?
GC-B act: -3; rCAG RNA binder: -1; mABHD4 FP: -4; PRMT1 inh: -2; SIAE inh: -4; UHRF1 MBD2 ctr: 2; TCR CD3 inh: 5; GC-A act: -2; MBD2 DNA inh: 1; HTRA1 inhibitor: -4

How did Clc1ccc(OCc2nc3ccccc3[nH]2)cc1 do in these assays?
GC-B act: -9; rCAG RNA binder: 1; mABHD4 FP: -6; PRMT1 inh: -1; SIAE inh: -1; UHRF1 MBD2 ctr: 0; TCR CD3 inh: 5; GC-A act: -16; MBD2 DNA inh: -1; HTRA1 inhibitor: -10

What do the screens show for `O=C(Nc1cccc2ccccc12)N1N=CCC1c1ccccc1` (stereo not given)?
GC-B act: -4; rCAG RNA binder: -2; mABHD4 FP: -12; PRMT1 inh: -3; SIAE inh: -1; UHRF1 MBD2 ctr: -2; TCR CD3 inh: -3; GC-A act: -4; MBD2 DNA inh: 4

What do the screens show for `CC(C)CN(C(=O)COC(=O)c1ccc2ccccc2n1)C1CCS(=O)(=O)C1` (stereo not given)?
GC-B act: 0; rCAG RNA binder: -2; mABHD4 FP: 2; PRMT1 inh: -1; SIAE inh: 9; UHRF1 MBD2 ctr: -1; TCR CD3 inh: 4; GC-A act: -2; MBD2 DNA inh: -3; HTRA1 inhibitor: 8

What do the screens show for `COc1ccc(C(=S)N2CCN(C)CC2)cc1`?
GC-B act: -3; rCAG RNA binder: 2; mABHD4 FP: 0; PRMT1 inh: 30*; SIAE inh: -1; UHRF1 MBD2 ctr: 1; TCR CD3 inh: 2; GC-A act: -4; MBD2 DNA inh: 1; HTRA1 inhibitor: -5

Results for CC(=O)O/N=C(/c1nonc1N)N(C)C ?
GC-B act: 3; rCAG RNA binder: -1; mABHD4 FP: 7; PRMT1 inh: 0; SIAE inh: 11; UHRF1 MBD2 ctr: -3; TCR CD3 inh: -2; GC-A act: 1; MBD2 DNA inh: -2; HTRA1 inhibitor: -1

How did CCOC(=O)C1=C(C)NC(=O)C(C(N)=O)C12CCCCC2 (stereo not given) do in these assays?
GC-B act: 3; rCAG RNA binder: -1; mABHD4 FP: 5; PRMT1 inh: 2; SIAE inh: 1; UHRF1 MBD2 ctr: -2; TCR CD3 inh: 10; GC-A act: 1; MBD2 DNA inh: 2; HTRA1 inhibitor: 4

Results for CC(=O)Nc1ccc(NC(=O)C(C)Sc2n[nH]c(=O)n2Cc2ccccc2)cc1 (stereo not given) ?
GC-B act: -1; rCAG RNA binder: 4; mABHD4 FP: -7; PRMT1 inh: -6; SIAE inh: 12; UHRF1 MBD2 ctr: -2; TCR CD3 inh: -2; GC-A act: -2; MBD2 DNA inh: 0; HTRA1 inhibitor: -6

Results for C=CCCN(C(CC(C)C)C(=O)OC)S(=O)(=O)c1cc(Br)ccc1Br (stereo not given) ?
GC-B act: 1; rCAG RNA binder: -1; mABHD4 FP: -10; PRMT1 inh: 3; SIAE inh: -1; UHRF1 MBD2 ctr: 0; TCR CD3 inh: 1; GC-A act: -5; MBD2 DNA inh: 2; HTRA1 inhibitor: -10

What do the screens show for `CCOc1ccc(NC(=O)Nc2cc(C(C)C)ccc2C)cc1`?
GC-B act: -2; rCAG RNA binder: 15; mABHD4 FP: -3; PRMT1 inh: -7; SIAE inh: 1; UHRF1 MBD2 ctr: -2; TCR CD3 inh: 2; GC-A act: 3; MBD2 DNA inh: 6; HTRA1 inhibitor: 0

Results for COC(=O)[C@@H](NC(=O)N(C1CCCCC1)C1CCCCC1)C(C)C ?
GC-B act: 3; rCAG RNA binder: -7; mABHD4 FP: -2; PRMT1 inh: -2; SIAE inh: 0; UHRF1 MBD2 ctr: -4; TCR CD3 inh: 5; GC-A act: 3; MBD2 DNA inh: 3; HTRA1 inhibitor: -1

What do the screens show for `CC(C)(C)c1ccc(CC(=O)N2CCC2(C)C(=O)NCc2ccc3c(c2)OCO3)cc1` (stereo not given)?
GC-B act: -4; rCAG RNA binder: 2; mABHD4 FP: 6; PRMT1 inh: 3; SIAE inh: 2; UHRF1 MBD2 ctr: 1; TCR CD3 inh: 5; GC-A act: 4; MBD2 DNA inh: -1

What do the screens show for `O=C(c1ccc(S(=O)(=O)N2CCOCC2)cc1)N1CCc2ccccc2C1`?
GC-B act: 4; rCAG RNA binder: -2; mABHD4 FP: -16; PRMT1 inh: 5; SIAE inh: 1; UHRF1 MBD2 ctr: 7; TCR CD3 inh: -8; GC-A act: -2; MBD2 DNA inh: 2; HTRA1 inhibitor: 1

How did O=C(COC(=O)CCN1C(=O)/C(=C\C=C\c2ccccc2)SC1=S)Nc1ccc(Br)cc1 do in these assays?
GC-B act: -6; rCAG RNA binder: 10; mABHD4 FP: 3; PRMT1 inh: 2; SIAE inh: -8; UHRF1 MBD2 ctr: 1; TCR CD3 inh: -1; GC-A act: -4; MBD2 DNA inh: 0; HTRA1 inhibitor: -32

How did O=C(Cc1n[nH]c(=O)[nH]c1=O)N/N=C/c1c(O)ccc2ccccc12 do in these assays?
GC-B act: -1; rCAG RNA binder: 8; mABHD4 FP: 3; PRMT1 inh: 9; SIAE inh: -3; UHRF1 MBD2 ctr: 0; TCR CD3 inh: 1; GC-A act: -1; MBD2 DNA inh: 4; HTRA1 inhibitor: 10

How did Cc1ccc(S(=O)(=O)N2C[C@H]3C(=O)C[C@@H](c4cccc(Cl)c4)N(S(=O)(=O)c4ccc(C)cc4)[C@H]3C[C@H]2c2ccccc2)cc1 do in these assays?
GC-B act: 4; rCAG RNA binder: 13; mABHD4 FP: 4; PRMT1 inh: -1; SIAE inh: -5; UHRF1 MBD2 ctr: -2; TCR CD3 inh: -2; GC-A act: 1; MBD2 DNA inh: -4; HTRA1 inhibitor: -23

What do the screens show for `CCOC(=O)c1c(-c2ccccc2)oc2ccc(OCC(=O)O)cc12`?
GC-B act: 6; rCAG RNA binder: 22; mABHD4 FP: 2; PRMT1 inh: -2; SIAE inh: -10; UHRF1 MBD2 ctr: 0; TCR CD3 inh: -5; GC-A act: 3; MBD2 DNA inh: -1; HTRA1 inhibitor: -2

Results for COc1cccc(C(=O)Nc2ccc3nc4n(c(=O)c3c2)CCCCC4)c1 ?
GC-B act: 4; rCAG RNA binder: 0; mABHD4 FP: -2; PRMT1 inh: -2; SIAE inh: 3; UHRF1 MBD2 ctr: -2; TCR CD3 inh: -1; GC-A act: 2; MBD2 DNA inh: -1; HTRA1 inhibitor: -36

How did CC(C)c1ccc(C(=O)N2CCN(CCO)CC2)cc1 do in these assays?
GC-B act: -1; rCAG RNA binder: 0; mABHD4 FP: 4; PRMT1 inh: 2; SIAE inh: 2; UHRF1 MBD2 ctr: 6; TCR CD3 inh: 7; GC-A act: 4; MBD2 DNA inh: -8; HTRA1 inhibitor: -3

How did COc1ccc(NC(=O)CSc2nnc(Cn3c(=O)sc4ccccc43)n2C)cc1OC do in these assays?
GC-B act: 1; rCAG RNA binder: 2; mABHD4 FP: -6; PRMT1 inh: -4; SIAE inh: 5; UHRF1 MBD2 ctr: -1; TCR CD3 inh: 6; GC-A act: 1; MBD2 DNA inh: -4; HTRA1 inhibitor: 6

How did COc1cc(OC)c2c(c1)C(=O)OC2 do in these assays?
GC-B act: 0; rCAG RNA binder: -2; mABHD4 FP: 10; PRMT1 inh: 2; SIAE inh: 6; UHRF1 MBD2 ctr: 0; TCR CD3 inh: 3; GC-A act: 2; MBD2 DNA inh: -2; HTRA1 inhibitor: 7

Results for COc1ccc(NC(=O)CCNC(=O)c2ccccc2Cl)cc1S(=O)(=O)N1CCCCC1 ?
GC-B act: -4; rCAG RNA binder: 1; mABHD4 FP: -48; PRMT1 inh: -4; SIAE inh: 2; UHRF1 MBD2 ctr: 1; TCR CD3 inh: 2; GC-A act: 2; MBD2 DNA inh: 2; HTRA1 inhibitor: 14

These rows are one share of the data; rates above refer to the full screens.
